Bioassay records as filed in PubChem BioAssay.
MDM2 E3 inh = inhibitors of human Mdm2 E3 ubiquitin ligase; Q00987; cell-based MDM2 ubiquitination luciferase reporter, 2 h; 0 = plate control, 100 = twice control, blank-subtracted; signal enhancement, % at 5 µM; 0.11% of 210,000 active;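 active = signal enhancement of 30% or more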;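 also: luminescence tracks abundance of the self-degrading MDM2-luciferase fusion protein; higher signal means inhibition of MDM2 E3 ligase activity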
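Assay system: mammalian cells stably expressing self-ubiquitinating, self-degrading MDM2 E3–luciferase fusion. Quantity: 2000 cells in each well. Medium: DMEM culture medium. Compound dosing: single-point 5 µM. Timing: cell settling 4 h, compound treatment 2 h, both 37 °C. Technique: luciferase luminescence. Read-out basis: percent signal gain over controls, blank-subtracted. Benchmarks: plate controls and plate blanks.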
Runt-CBFb FRET = blocks binding of human RUNX1 Runt domain to CBFb | Q01196+Q13951 | Cerulean-Runt/Venus-CBFb FRET ratio 530/480, 1 h | inhibition, % at 20 µM | 0.46% of 220,000 active | AID 1496;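 active = inhibition over about 50% at 20 µM in the single-dose screen, limit read from the data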;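 also: 0% = DMSO wells and 100% = excess unlabeled CBFb competitor control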
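Doses: 20 µM compound in 1% DMSO | Material: Cerulean-labeled Runt domain protein | Amount: Each fluorescent fusion protein 100 nM | Schedule: Two 1 h room-temperature incubations shielded from light | Measured by: FRET fluorescence | Evaluation: Loss of energy transfer signal | Controls: Unlabeled CBFb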
NPY2 pot ag = potentiators or agonists of human neuropeptide Y receptor Y2; P49146; cells expressing NPY-Y2, potentiator/agonist read-out; activation, % at 3.6 µM; 0.45% of 220,000 active; in the data active = activation above about 27%;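 also: cells stimulated with NPY near EC25 plus isoproterenol at EC100; 0% = vehicle plus submaximal agonist and 100% = vehicle plus saturating agonist; some results beyond the cut were filed as inactive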
NPY-Y1 antag = antagonists of human neuropeptide Y receptor Y1; inhibition, % at 3.6 µM; 1% of 200,000 active; P25929; HEK293-CNG Y1 cells, membrane potential fluorescence; NPY at EC95, then isoproterenol;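 active = inhibition above the campaign mean inhibition of all tested compounds plus 3 SD, cut at about 20% in these data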;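 also: 0% = DMSO wells given NPY plus isoproterenol and 100% = isoproterenol alone without NPY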
Target sequence (P25929 whole entry, looked up): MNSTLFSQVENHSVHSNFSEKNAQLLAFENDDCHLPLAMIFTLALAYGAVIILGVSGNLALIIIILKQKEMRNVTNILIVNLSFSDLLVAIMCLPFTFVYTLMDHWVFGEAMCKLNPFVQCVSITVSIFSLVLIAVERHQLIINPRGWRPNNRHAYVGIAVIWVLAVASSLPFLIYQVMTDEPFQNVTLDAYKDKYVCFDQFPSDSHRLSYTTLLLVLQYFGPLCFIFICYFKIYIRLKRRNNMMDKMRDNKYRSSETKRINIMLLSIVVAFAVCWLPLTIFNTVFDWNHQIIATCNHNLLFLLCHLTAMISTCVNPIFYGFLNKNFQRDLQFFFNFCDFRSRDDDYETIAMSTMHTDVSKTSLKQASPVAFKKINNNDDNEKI
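Material: HEK293 cells co-expressing NPY Y1 receptor and cyclic-nucleotide gated channel. Timing: compound incubation 1 h at room temperature, readout 45 min post-stimulation. Signal: fluorescence, membrane potential probe.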
NPY-Y1 PAM-ag = potentiators or agonists of human neuropeptide Y receptor Y1 | P25929 | NPY-Y1 expressing cells, potentiator/agonist activation | 0.37% of 220,000 active | activation, % at 3.6 µM; in the data active = activation above about 33%, passing the limit was not always enough;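 also: cells stimulated with NPY at EC10 then isoproterenol at EC100; 0% = low agonist plus stimulus and 100% = saturating agonist plus stimulus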
p97 ATPase inh = blocks human p97 ATPase activity; AID 1481; inhibition, % at 8 µM; 0.42% of 220,000 active; recombinant p97 ATPase, Kinase-Glo ATP luminescence, 3 h; P55072; in the data active = inhibition above about 15%;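 also: 0% = DMSO vehicle and 100% = wells lacking enzyme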
RBBP9 inhibitor = inhibitors of human serine hydrolase RBBP9; recombinant RBBP9, FP-Rh probe fluorescence polarization; O75884; inhibition, % at 7.94 µM; 0.2% of 220,000 active;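 active = inhibition above the campaign mean of all tested compounds plus 3 SD, cut at about 14% in these data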;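 also: plate controls were DMSO wells with RBBP9 for no effect and wells lacking RBBP9 protein for full effect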
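Measured by: FP readout at 525/598 nm; material: recombinant human RBBP9; also added: Serine-hydrolase probe FP-Rh, 375 nM pre-mixing; medium: Tris buffer pH 8.0, NaCl, Pluronic; replication: one well per compound; doses: one concentration, 7.94 µM nominal, 0.794% DMSO; timing: preincubation 30 min plus labeling 45 min at 25 °C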
Runt-SMMHC FRET = Runt domain-CBFb-SMMHC interaction inhibition. Cerulean-Runt/Venus-CBFb-SMMHC FRET ratio 530/480, 1 h. 0.74% of 220,000 active. AID 1434. Q01196+Q13951. inhibition, % at 20 µM;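 active = mean inhibition across duplicate retests at 20 µM reaching about 50%, limit read from the data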;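 also: 0% = DMSO wells and 100% = wells with excess untagged CBFb-SMMHC; inhibitors lower the FRET ratio by blocking Runt binding to CBFb-SMMHC; some results filed as inactive read as strong as hits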
Hck Nef HTS = inhibitors of human Hck kinase activated by Nef | P08631 | Recombinant Hck-YEEI plus Nef, Z-Lyte FRET kinase assay | inhibition, % at 20 µM | 0.68% of 220,000 active;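 active = Hck-Nef kinase inhibition above about 50%, limit read from the data; inactive = inhibition below that limit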;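 also: 0% = DMSO with Hck plus Nef and 100% = Hck alone without Nef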
Target sequence (P08631 whole entry, looked up): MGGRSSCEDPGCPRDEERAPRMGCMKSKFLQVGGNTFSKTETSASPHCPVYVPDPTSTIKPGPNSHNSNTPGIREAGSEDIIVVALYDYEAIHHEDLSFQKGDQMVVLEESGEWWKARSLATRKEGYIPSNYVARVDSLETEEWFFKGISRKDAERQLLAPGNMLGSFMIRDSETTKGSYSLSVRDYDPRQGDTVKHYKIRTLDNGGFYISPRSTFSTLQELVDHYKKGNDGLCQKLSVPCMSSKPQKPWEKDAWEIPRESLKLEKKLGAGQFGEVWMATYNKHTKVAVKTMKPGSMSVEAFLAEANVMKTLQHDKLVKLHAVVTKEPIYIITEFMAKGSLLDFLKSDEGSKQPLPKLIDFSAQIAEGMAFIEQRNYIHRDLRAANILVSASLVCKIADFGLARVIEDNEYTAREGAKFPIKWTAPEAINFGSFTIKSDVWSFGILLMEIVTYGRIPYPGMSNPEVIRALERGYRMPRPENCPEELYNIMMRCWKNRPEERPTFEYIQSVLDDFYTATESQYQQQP
Starred values were filed as active, the others as inactive; nt = not tested or not shown.

SMILES	MDM2 E3 inh	Runt-CBFb FRET	NPY2 pot ag	NPY-Y1 antag	NPY-Y1 PAM-ag	p97 ATPase inh	RBBP9 inhibitor	Runt-SMMHC FRET	Hck Nef HTS
O=C(CN1CCCC1)N1CCCC(c2ccc(F)cc2)c2ccc(F)cc21 (configuration not stated)	0	-2	-23	12	11	-6	-6	1	-2
Cc1cccc(CC2S/C(=N/c3ccccn3)NC2=O)c1 (configuration not stated)	0	-1	-7	6	-31	-6	-7	-3	7
CC1CCCCC1NC(=O)/C(C#N)=C/C=C/c1ccccc1[N+](=O)[O-] (configuration not stated)	0	1	-5	1	-16	4	-7	2	4
CCCCN(C)CCCNC(=O)c1ccc(N2CCCC2=O)cc1	-20	-1	-10	0	9	5	-3	0	2
CCOC(=O)CN1CC23C=CC(O2)C(C(=O)Nc2ccc(F)c(C)c2)C3C1=O (configuration not stated)	-10	0	-9	-1	-5	-6	-12	-1	-1
Cc1ccc(CN2C(=O)CCC2C(=O)NCC2CCCO2)cc1 (configuration not stated)	-6	8	-6	-3	2	1	-5	1	1
O=C(Nc1ccc(O)cc1)/C(=C/c1ccco1)NC(=O)c1ccccc1	nt	4	25	nt	4	4	5	1	30
CC(C)OC(=O)CSc1nnc(COc2ccc([N+](=O)[O-])cc2)n1C	-8	-2	5	-2	-4	-7	-6	1	-8
O=C(CCn1c(=O)[nH]c2ccsc2c1=O)N1CC(=O)N(CCc2ccccc2)C(=O)C1	-16	2	22	-7	-2	2	-2	0	1
N#C/C(=C\c1ccccc1OCc1ccc(C(=O)O)cc1)C(=O)Nc1ccc(O)cc1	-24	0	-16	1	2	14	-5	-2	69*
Cc1ccc(-c2nnn(Cc3nc(N)nc(N4CCOCC4)n3)n2)cc1	-10	-1	2	4	-7	-1	-4	0	6
Cc1nc2c(C(=O)NCCC3=CCCCC3)c[nH]n2c(=O)c1Cl	-13	-3	-2	6	6	1	-4	-2	6
CCOC(=O)Cn1c(=O)oc2cc(S(=O)(=O)N(CCN(C)C)Cc3ccccc3)ccc21	0	0	14	11	-10	1	-8	4	0
Cc1cc(C)n2nnnc2c1C#N	-4	0	11	1	-1	1	-15	46	3
Cc1ccc2c(C)nc(Nc3ncc4c(n3)CCCC4=O)nc2c1	nt	nt	0	9	-4	5	-6	nt	0
CC(=O)Nc1cccc(C(=O)/C=C/c2cccs2)c1	-5	-2	8	-2	-4	-3	-8	-3	1
CCOc1ccccc1NC(=O)Cc1ccccc1OC	-3	-2	2	4	-15	-4	7	-2	-6
CCOC(=O)c1ccc(NC(=O)C2CCC(CNc3c(N4CCOCC4)c(=O)c3=O)CC2)cc1 (configuration not stated)	-7	1	1	nt	1	-3	-8	1	3
O=C1N(c2ccccc2)C(c2ccc(Cl)cc2)N2CCCN12 (configuration not stated)	-10	3	2	3	-27	-6	-1	-6	2
O=C(CSc1ncccn1)NCCc1ccccc1	-7	-1	14	-1	-4	-3	-4	6	-12
COc1ccc(S(=O)(=O)Nc2ccc3cn[nH]c3c2)cc1C	-12	-2	10	-8	14	5	-5	-1	21
Cc1cc(C(F)F)nn1CC(=O)NCc1ccc(Cl)cc1Cl	4	-1	15	9	6	4	-9	-4	1
COC(=O)c1cc(NC(=O)Cc2ccc(OC)c(OC)c2)cc(C(=O)OC)c1	1	-3	-13	4	11	-2	-5	4	1
COc1ccc(/C(O)=C2/C(=O)C(=O)N(c3ncccn3)C2c2ccc(F)cc2)cc1 (configuration not stated)	-5	-1	2	nt	14	6	-5	-1	12

Looked up by compound from above (2):
SMILES	MDM2 E3 inh	Runt-CBFb FRET	NPY2 pot ag	NPY-Y1 antag	NPY-Y1 PAM-ag	p97 ATPase inh	RBBP9 inhibitor	Runt-SMMHC FRET	Hck Nef HTS
Cc1cc(C)n2nnnc2c1C#N	-4	0	11	1	-1	1	-15	46	3
CCOC(=O)Cn1c(=O)oc2cc(S(=O)(=O)N(CCN(C)C)Cc3ccccc3)ccc21	0	0	14	11	-10	1	-8	4	0

Continuation:
SMILES	MDM2 E3 inh	Runt-CBFb FRET	NPY2 pot ag	NPY-Y1 antag	NPY-Y1 PAM-ag	p97 ATPase inh	RBBP9 inhibitor	Runt-SMMHC FRET	Hck Nef HTS
COc1cccc(CN2C[C@]34C=C[C@@H](C[C@@H]3S2(=O)=O)O4)c1	11	2	nt	nt	nt	nt	nt	-5	18
Cc1ccc(S(=O)(=O)N2C(=O)C(C)SC2=Nc2ccccc2)cc1 (configuration not stated)	1	0	-8	-1	-23	0	-9	2	-28
CC1=Nc2ccccc2/C1=C/c1sc(=O)n(CC(=O)N2CCCC2)c1O	-3	-1	4	-9	-3	4	-6	4	0
O=C(CSc1nnnn1-c1ccc(O)cc1)c1cc2ccccc2o1	-3	0	-14	nt	4	7	0	-3	12
COc1ccc(N2C(=O)C(Cl)=C(N(CCO)Cc3ccccc3)C2=O)cc1	1	11	8	-4	8	3	-4	9	2
Clc1ccc(-n2nnnc2-c2cnc3ccc(Cl)cc3c2-c2ccccc2)cc1	-6	2	1	nt	-27	1	2	-7	8
O=C(O)C1C2CCC(O2)C1C(=O)NCCC1=CCCCC1 (configuration not stated)	-10	2	7	-1	-8	4	1	-2	8
CC(OC(=O)CCCc1nc2ccccc2s1)C(N)=O (configuration not stated)	-4	0	-8	2	-17	0	-7	3	2
Cc1ccccc1CNS(=O)(=O)c1ccc2c(c1)OCCO2	-15	-2	-7	-2	11	3	-5	2	0
Cc1cc(NC(=O)C2C3C(=O)N(CC4CCCO4)C(C(=O)NC(C)(C)C)C34C=CC2(C)O4)no1 (configuration not stated)	-4	2	-1	5	1	1	-3	2	17
CC(Sc1nc(-c2ccccc2)cc(C(F)(F)F)n1)C(=O)NCCN1CCOCC1 (configuration not stated)	-20	-3	-1	11	19	1	-9	0	-1
CCc1nc2ccccc2[nH]c1=O	12	-2	-18	nt	14	11	-1	-8	12
COc1cccc(OC)c1C(=O)NC(=O)Nc1c(F)c(F)c(F)c(F)c1F	3	-1	-15	nt	1	4	0	-2	11
N#Cc1cn(-c2ccccc2)nc1-c1cc2ccccc2oc1=O	-11	0	9	11	-15	-2	-10	1	0
COc1ccc(S(=O)(=O)N(C)C)cc1NC(=O)COC(=O)c1nc2nccc(C)n2n1	nt	0	-7	nt	11	10	-2	-4	16
O=C(Cn1c(NCCCO)nc2ccccc21)c1ccco1	0	-1	-1	0	27	1	3	5	1
c1ccc(-n2nnnc2NC2CCCCCC2)cc1	-8	-2	5	1	24	5	-5	-1	1
C/C(=C\C(=O)c1ccc(F)cc1)NCc1ccc2c(c1)OCO2	-18	-2	-2	13	-25	-8	-6	2	-2
Cc1ccc(-c2nc(=S)c3c(n2Cc2cccnc2)CC(C)(C)OC3)cc1	-4	2	18	nt	-5	-1	-10	1	19
CCC(=O)NC(NCC1CCCO1)C(Cl)(Cl)Cl (configuration not stated)	-13	-1	-11	-2	13	-3	-5	1	0
Cc1ccc2[nH]c3c(c2c1)CCCC3=O	-14	5	-21	0	-13	-1	-8	-6	0
CC(C)n1c(SCCCc2ccccc2)nc2c1c(=O)[nH]c(=O)n2C	-6	-2	10	-4	10	-1	7	2	21
C/C(=N\NC(=O)c1c(C)nc2ccccn12)c1ccco1	-12	3	3	0	-9	-2	-1	4	13
COc1ccc(-c2[nH]ncc2CN2CCCN(c3ccccc3)CC2)c(F)c1	12	-2	4	4	3	2	0	2	15
COc1ccc(NC(=S)N(CCCN2CCCCCC2)Cc2cccs2)cc1	-7	0	-7	9	-20	-3	-12	2	5
Cc1ccccc1NC(=O)C1C2C=CC(C3CC23)C1C(=O)O (configuration not stated)	-7	0	1	-9	0	0	5	3	-3
O=C(NNC(=O)c1ccccc1C(=O)O)c1ccc(-c2ccccc2)cc1	-6	-1	-23	7	-27	2	-7	3	7
COc1ccc(C2CC(=O)C(C=NCCN3CCN(C(=S)Nc4ccccc4)CC3)=C(O)C2)cc1OC (configuration not stated)	-3	0	-2	1	-7	2	-9	2	26
COc1ccc(Cl)cc1NC(=O)Nc1cn(C)nc1C	-11	2	-16	nt	0	-5	-1	3	-7
CCc1nc(SCC(=O)c2ccc3c(c2)OCCO3)c2ccccc2n1	3	29	4	8	-13	1	-7	56*	2
COC(=O)[C@H](C)NC(=O)NCCC1=CCCCC1	-7	0	-20	nt	24	5	-10	3	8
COC(=O)c1c(NC(=S)Nc2ccc(CC(=O)O)cc2)sc(C)c1C	-10	16	8	0	6	7	-4	8	8

Arranged by number of heavy atoms (ascending): some entries from above.
SMILES	MDM2 E3 inh	Runt-CBFb FRET	NPY2 pot ag	NPY-Y1 antag	NPY-Y1 PAM-ag	p97 ATPase inh	RBBP9 inhibitor	Runt-SMMHC FRET	Hck Nef HTS
COc1ccc(Cl)cc1NC(=O)Nc1cn(C)nc1C	-11	2	-16	nt	0	-5	-1	3	-7
Cc1ccccc1NC(=O)C1C2C=CC(C3CC23)C1C(=O)O (configuration not stated)	-7	0	1	-9	0	0	5	3	-3
CCc1nc(SCC(=O)c2ccc3c(c2)OCCO3)c2ccccc2n1	3	29	4	8	-13	1	-7	56*	2
O=C(NNC(=O)c1ccccc1C(=O)O)c1ccc(-c2ccccc2)cc1	-6	-1	-23	7	-27	2	-7	3	7
